UDG counterscr – counter-screen for AID inhibitors: uracil-DNA glycosylase inhibition; AID 1347430; Potency, µM (top dose mostly 115 µM), without a hit: at the highest dose activity change, negative = inhibition, usual class: inhibitors; FRET deamination/UDG coupled assay, UDG read, 4 h; 0.14% of 91,000 active; further: nearly all actives have a fitted effect of over 65% in size
AID inhibitor – activation induced cytidine deaminase inhibition | Potency, µM (highest dose often 115 µM), for the others: top-dose activity change, negative = inhibition, actives largely listed as inhibitors | AID deamination FRET fluorescence, UDG-coupled, 4 h | 0.32% of 91,000 active | Q9GZX7; further: nearly all actives have a fitted effect of over 25% in size
Target sequence (Q9GZX7 whole entry, looked up): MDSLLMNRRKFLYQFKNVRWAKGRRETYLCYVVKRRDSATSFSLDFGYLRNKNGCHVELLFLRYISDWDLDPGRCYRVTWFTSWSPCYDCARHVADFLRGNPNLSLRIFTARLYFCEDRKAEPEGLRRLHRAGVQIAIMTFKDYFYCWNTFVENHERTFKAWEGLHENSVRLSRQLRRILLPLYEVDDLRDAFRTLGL
Starred values were filed as active, the others as inactive; ? = inconclusive; [ ] = dose if it differs, or a comment. The call rests on the fitted dose curve; in most records, active means well fitted curve in the direction sought with a large enough effect; inconclusive means small, poorly fitted or top-dose-only effect, or another doubt; inactive means no such curve, though single readings can be large; an effect the other way counts as inactive or inconclusive. On the % scale 0 is the no-effect control and ±100 the full control effect; potency means the concentration at half of the fitted maximal effect.

Compound,UDG counterscr,AID inhibitor
O=C(C1=C(O)C(=O)N(CCc2ccccc2)C1c1ccco1)c1ccco1 (stereo not drawn),0%,-8%
Cc1cccc(CNC(=O)Cc2ccc(NC(=O)N3CCCCc4ccccc43)cc2)c1,29%,-5%
COc1ccc(S(=O)(=O)c2cc3cc(C(C)(C)C)cc(O)c3oc2=O)cc1,?,?
COc1ccc(-c2c(C)c3ccc(O)cc3oc2=O)cc1,-4%,-9%
CC1c2ccsc2CCN1C(=O)c1nn(C)c(=O)c2ccccc12 (stereo not drawn),3%,2%
CC(C)C(=O)NC(Nc1cccc(Cl)c1Cl)C(Cl)(Cl)Cl (stereo not drawn),7%,3%
CCc1ccc(-c2nn(CC(=O)NC3CCCCC3)c3c2cnc2ccc(F)cc23)cc1,1%,25%
CCOC(=O)CCCN1CCC(CO)CC1,-1%,2%
Oc1ccc(Cl)cc1C=NCc1ccccc1C(F)(F)F,3%,-10%
Cc1ccc(-c2nc3ccc(Cl)cn3c2Nc2ccccc2C)s1,-1%,8%
Cc1cccc(N2CCN(Cc3nnc(-c4ccc5c(c4)OCO5)o3)CC2)c1C,15%,29%
CCN(Cc1cc(=O)[nH]c2ccccc12)C(=O)C(C)C,-6%,-1%
O=C(Cn1c(NCc2ccccc2)nc2ccccc21)N1CCCC1,-2%,-7%
CSc1cccc(N2C(=O)N(CC(=O)NCc3ccccc3Cl)c3ccccc3S2(=O)=O)c1,-18%,?
Cc1ccc(-c2csc(Nc3ccc(C(=O)O)c(O)c3)n2)cc1,-1%,-30%
Cc1ccc(CNC(=O)CCc2c(C)nc3c(-c4ccc(F)cc4)c(C)nn3c2C)cc1,-5%,10%
CC1=C(C(=O)Nc2ccc(C)cc2C)C(c2ccccc2[N+](=O)[O-])n2ncc(C(=O)Nc3ccccc3)c2N1 (stereo not drawn),-6%,131%[activator]
c1cncc(-c2nc(Sc3nnnn3C3CC3)c3ccccc3n2)c1,3%,-23%
O=S(=O)(c1ccccc1)c1nc(-c2cccs2)oc1N1CCOCC1,-2%,-6%
CN(C)c1ccc(CNC(=O)CN(C)S(=O)(=O)c2ccc3c(c2)c(=O)n(C)c(=O)n3C)cc1,-2%,3%
CCN1CCC(N(Cc2ccc3c(c2)OCO3)C(=O)Nc2cc(Cl)ccc2C(=O)OC)CC1,-25%,?
CC(C)(C)C(=O)Nc1ccc2nc(SCC(=O)N3CCCC3)sc2c1,-4%[57.5 µM],38%[activator]
CCN(CC)Cc1ccc(CNC(=O)/C=C/c2cccs2)cc1,10%,7%
O=C/C=C/c1ccccc1[N+](=O)[O-],-4%,-19%
CCCn1c(NCCc2ccccc2)nc2c1c(=O)n(C)c(=O)n2C,-10%,-6%
CCCNC(=O)Cn1nc(-c2ccc(C)c(C)c2)c2cnc3ccc(F)cc3c21,44%[activator],16%
CCOC(=O)c1cc(S(=O)(=O)Nc2cc(C)c(Cl)cc2OC)[nH]n1,-4%,13%
CC(=O)c1cccc(NC(=O)C(Nc2ccc3oc(C)nc3c2)c2ccccc2)c1 (stereo not drawn),-5%,-3%
O=C(CCC1CCCC1)Nc1nc2ccc(F)cc2s1,-3%,2%
O=C(Nc1nnc(S(=O)(=O)N2CCCC2)s1)c1ccccc1Br,-2%,-3%
O=C(c1cccs1)N(Cc1cccnc1)C1CC1,2%,0%
CN(C)CCCNC(N)=O,-3%,-5%
COc1cc(OC)c(C2=CCN(S(=O)(=O)N3CCCC(C)C3)CC2)c(OC)c1 (stereo not drawn),-4%,-21%
Cc1ccc(-n2c(-c3cccc(C)c3)nc3c(cnn3-c3ccccc3)c2=O)cc1,-9%[57.5 µM],-13%[57.5 µM]
O=c1c(N2CCN(c3cccc(Cl)c3)CC2)csc2ccc(Cl)cc12,5%[57.5 µM],3%
COc1cccc(Oc2c(C)oc3cc(OCc4ccc(F)cc4)ccc3c2=O)c1,-1%,-9%
CCN1CCN(CCCNC(=O)c2cc3c(=O)n(CC)c4ccccc4c3s2)CC1,2%,-7%
OC(CN1CCC(Cc2ccc(F)cc2)CC1)c1ccc(Cl)cc1 (stereo not drawn),-2%,-3%
CCc1ccc(CNC(=O)CN2C(=O)c3cccnc3Oc3ccc(Cl)cc32)cc1,33%[activator],9%
CCOc1ccccc1NC(=O)c1c(NCc2ccc(C)o2)sc2c1CCC(C)C2 (stereo not drawn),-9%,10%
CCn1cnc2c1c(=O)n(CC(=O)NC(=O)NCc1ccccc1)c(=O)n2Cc1ccccc1,7%,-8%
COc1ccccc1NC(=O)N1CC(=O)Nc2sc3c(c2C1c1ccccc1)CCCC3 (stereo not drawn),-9%,-7%
CC(Sc1oc(-c2ccco2)nc1S(=O)(=O)c1ccc(Br)cc1)c1ccccc1 (stereo not drawn),-20%,?
CCOc1ccc(NC(=O)Cn2cc(C(=O)c3ccc(CC)cc3)c(=O)c3cc4c(cc32)OCO4)cc1,-4%,-1%
S=C(Nc1ccccc1)Nc1nccs1,-3%,-2%
CCCNc1c(NC(=O)c2ccccc2C)c(=O)oc2ccccc12,5%,4%
CC1C(c2ccc(Cl)cc2)=[N+]([O-])C(C)(c2ccccc2)N1O (stereo not drawn),-4%,5%
COc1ccc2c(c1)CC/C(=C\c1ccc(Br)cc1)C2=O,-4%,-15%
O=C(O)C1(c2cccc(Br)c2)CCC1,-13%,-1%
Cc1ccc(-n2nnc(C(=O)NC(C)C)c2C)cc1Cl,2%,-17%

Next part.
Compound,UDG counterscr,AID inhibitor
COc1cccc(-c2cc(C(=O)Nc3ccc(Br)c(C)c3)[nH]n2)c1,-15%,-17%
COc1cc(C=O)cc(Br)c1OC(=O)c1ccc(C)cc1,-10%,?
Cc1ccc(S(=O)(=O)c2nc(-c3ccco3)oc2N(C)C)cc1,6%,1%
CCOC(=O)c1cnc2c(C)cccc2c1Nc1ccccc1OCC,1%,-5%
Cc1nc(-c2ccc(NC(=O)c3ccc(Br)o3)c(C)c2)no1,6%,4%
CN(Cc1ccccc1)Cc1cc(=O)n2cc(Br)ccc2n1,-6%,-9%
Cc1ccc(NC(=O)CSCc2nc(-c3ccccc3)oc2C)cc1,-15%,-7%
COc1ccc(NC2=NS(=O)(=O)C(c3ccccc3)=C2C)cc1Cl,12%,2%
CC/C=C(/C)C(=O)NCC(c1ccsc1)N(C)C (stereo not drawn),1%,0%
O=S(Cc1ccc(Cl)cc1)Cc1ccc(F)cc1Cl (stereo not drawn),-6%,-2%
Cc1cccc(C(=O)Nc2ccc(N3CCN(c4ccc(F)cc4)CC3)c(C(=O)O)c2)c1,-2%,15%
CCc1ccc(C2CC(=O)NC3=C2C(=O)CCC3)cc1 (stereo not drawn),-4%,-9%
CCOC(=O)c1c(-c2ccccc2)csc1NC(=O)c1cc(=O)c2ccc(C)cc2o1,-3%[57.5 µM],29%[57.5 µM]
CCN(CC)CCCNC(=O)Cn1c(-c2cccs2)cc2cc(Cl)ccc21,3%,3%
CCOC(=O)c1ccc(NC(=O)CCc2c(C)nc3c(c(C)nn3C)c2C)cc1,7%,2%
O=c1oc2ccc3ccccc3c2cc1-c1nnc(Nc2ccc(F)cc2)s1,-7%[57.5 µM],11%
C#CCOc1ccc(/C=C(/C#N)c2ccc(F)cc2)cc1OC,0%,0%
CCc1nc(Nc2ccc(F)c(Cl)c2)c2c3c(sc2n1)CCCC3,-4%,?
COC(=O)[C@H](C)NC(=O)C12CC3CC(CC(C3)C1)C2,-8%,-2%
COc1cc(C(=O)Nc2sc3c(c2C#N)CCCC3)c(Br)c(OC)c1OC,-9%,12%
CSc1ccc(CNC(=O)CCn2c(=O)c3cccn3c3ccc(F)cc32)cc1,3%[57.5 µM],3%
Cc1ccc(CNC(=O)c2ccc(-n3c(C)cc4c3CCCC4)cc2)cc1,-8%,24%
C=CCOc1cccc(/C=N/NC(=O)C(C)O)c1 (stereo not drawn),-13%,-1%
O=C(NC1(C(F)(F)F)C(=O)Nc2c1c(=O)[nH]c(=O)n2Cc1ccco1)c1cccnc1 (stereo not drawn),-2%,11%
CCC(Sc1nc2n[nH]c(C)c2c(=N)n1-c1ccccc1Cl)C(=O)N(CC)CC (stereo not drawn),2%[57.5 µM],1%
Cc1cc(C)cc(NC(=O)CCCn2nc(C)c3c(C)n(-c4ccccc4)nc3c2=O)c1,-6%,9%
CC(=O)N1CCc2cc(NC(C)C(=O)Nc3ccc(SC(F)F)cc3)ccc21 (stereo not drawn),10%,1%
CC(=O)c1ccc(NC(=O)C2CCN(S(=O)(=O)c3ccc4[nH]c5c(c4c3)CCCCC5)CC2)cc1,-20%,33%[activator]
C=CCC1(O)CC(C)(C)NC(C)(C)C1,-6%,7%
Cc1ccc(C)c(C(=O)c2sc(Nc3ccc(F)cc3)nc2N)c1,-8%,0%
CCCOc1ccc(Nc2nc(SC)ncc2C(=O)OCC)cc1,1%,-5%
COc1ccc(CC(=O)OCC(=O)Nc2ccccc2OC(F)F)cc1OC,-7%,-3%
COc1ccc(-c2cc(-c3ccccc3)nc(SCC(=O)CC(=O)OC(C)C)c2C#N)cc1,16%,-6%
Cc1cc(C)cc(NC(=O)Cn2ccn(-c3ccc(F)c(F)c3)c(=O)c2=O)c1,0%,-9%
COc1ccc(N2CC(NC(=O)COc3cccc(C)c3)CC2=O)cc1OC (stereo not drawn),-21%,?
COc1ccc(-c2nc3c4ccccc4n(CC(=O)Nc4ccc(C(C)=O)cc4)c(=O)n3n2)cc1,-10%[57.5 µM],1%
c1csc(CNCC2CCNCC2)c1,0%,8%
CCCn1ccc2c(OCC(=O)Nc3ccccc3C(=O)OCC)cccc2c1=O,-18%,7%
Cn1c(SCC(=O)NC2CCCCCC2)nnc1-c1ccc(Cl)cc1,-1%,-4%
Cc1ccc(C(=O)/C=C/c2cc(Br)ccc2F)o1,-14%,-18%
COCCn1c(SCC(=O)c2ccc3c(c2)OCCO3)nnc1-c1ccc(Cl)cc1,-10%,-8%
Cn1ccnc1SCC(=O)NC(C)(C#N)C1CC1 (stereo not drawn),-4%,-2%
CCOC(=O)c1cnc2c(Cl)c(Cl)ccc2c1NCCOC(=O)C(C)C,11%,-8%
C/C(=N\NC(N)=S)c1cccc([N+](=O)[O-])c1,-1%,-3%
Cc1ccccc1Nc1ncnc2c1cnn2C,-4%,0%
CCOC(=O)c1ccc(NC(=O)CC2Nc3cc(C)c(C)cc3NC2=O)cc1 (stereo not drawn),5%,3%
Cc1ccc(C)c(NC(=O)CCc2nc3cccnc3n2Cc2cccs2)c1,-23%,27%
Nc1ncnc2nc(-c3ccc(N4CCOCC4)nc3)cc(-c3cccc(Br)c3)c12,5%,-13%
Cc1nc2nncn2c(Nc2ccccc2)c1C,6%,12%
Cc1oc(-c2ccccc2)nc1C(=O)N(C)Cc1ccc(Br)cc1,-4%,-6%

(continued)
Compound,UDG counterscr,AID inhibitor
O=C(CCc1ccco1)OCC(=O)c1ccc2c(c1)OCO2,-3%,7%
Cc1c(C(=O)Nc2ccccc2F)sc2nc3n(c(=O)c12)CCC3,3%,-10%
CCCn1nc(C(=O)Nc2ccc(OC)c(OC(F)F)c2)c2ccccc2c1=O,9%,-3%
C[C@H]1O[C@@H](n2cc(F)c(=O)[nH]c2=O)[C@H](O)[C@H]1O,-3%,-6%
O=C(NCCc1cccc(F)c1)C1CCCC1,3%,5%
N#Cc1cccc(CNS(=O)(=O)Cc2ccccc2)c1,-5%,-5%
CC1(C)O[C@H]2[C@@H](O1)[C@@H](C(=O)Nc1ccccc1C(F)(F)F)O[C@@H]1OC(C)(C)O[C@@H]12,-8%,-5%
CC(C)c1ccc(/C=C2\Oc3cc(OS(=O)(=O)c4ccccc4)ccc3C2=O)cc1,-8%,-11%
COc1ccc(NC(=O)CCS(=O)(=O)c2ccc3c(c2)oc(=O)n3C)cc1OC,-13%,65%[activator]
CCCCN(CCCC)C(=O)c1c[nH]c2ccc(S(=O)(=O)Nc3cccc(Cl)c3C)cc2c1=O,0%,1%
O=C(O)c1c[nH]c2ccccc12,-3%,5%
C=CCNC(=O)c1ccc(C(=O)NC(Cc2ccccc2)C(=O)O)cc1C(=O)O (stereo not drawn),7%,1%
CCOC(=O)c1cc(-c2ccc(S(=O)(=O)N3CCN(c4cccc(C)c4C)CC3)s2)on1,-2%,-2%
COc1ccc(Nc2ncc(C(=O)N3CCN(c4ccc(F)cc4)CC3)c3ccccc23)cc1,-12%,?
Cc1ccccc1-c1nc(CS(=O)(=O)CC(=O)NCCCc2ccccc2)c(C)o1,-3%,5%
COC(=O)CN1C(=O)C(C)(C)c2cc(S(=O)(=O)NCc3ccc(Cl)cc3)ccc21,-8%[57.5 µM],-4%[57.5 µM]

High-throughput results as filed in PubChem.

A portion of the library, so the mix of outcomes need not match the whole.
